p53null 39C kill – p53 null cell cytotoxicity, nonpermissive temperature; H1299 p53-null (neo) cells, 39C, ATPlite viability, 24 h; Potency, µM (series often up to 46.1 µM), inactives show at the highest dose activity, negative = cell killing, hits mostly cytotoxic; hit rate 0.97% among 55,000;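 note: potency is the fitted concentration of half-maximal effect; 0% = DMSO only and -100% = full killing by 100 µM tamoxifen; nearly all actives have a fitted effect of over 50% in size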
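Following overnight plating at 37C (600 cells/well), H1299-neo or H1299-p53A138V cells are dosed up to 46 uM. Incubation lasts 24 hr at 39C before ATP detection.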
B2AR arrestin ag – ADRB2 beta-arrestin recruitment. P07550. HTLA Tango cells, beta-arrestin recruitment, luciferase luminescence, 18 h. Potency, µM (titrated, usually from 46.1 µM), inactives show at the highest dose activation, usual class: activators. 44,000 tested, under 10 active;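 note: potency is the fitted concentration of half-maximal effect; 0% = DMSO and full agonism = EC100 isoproterenol or metaproterenol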
Target sequence (P07550 whole entry, looked up): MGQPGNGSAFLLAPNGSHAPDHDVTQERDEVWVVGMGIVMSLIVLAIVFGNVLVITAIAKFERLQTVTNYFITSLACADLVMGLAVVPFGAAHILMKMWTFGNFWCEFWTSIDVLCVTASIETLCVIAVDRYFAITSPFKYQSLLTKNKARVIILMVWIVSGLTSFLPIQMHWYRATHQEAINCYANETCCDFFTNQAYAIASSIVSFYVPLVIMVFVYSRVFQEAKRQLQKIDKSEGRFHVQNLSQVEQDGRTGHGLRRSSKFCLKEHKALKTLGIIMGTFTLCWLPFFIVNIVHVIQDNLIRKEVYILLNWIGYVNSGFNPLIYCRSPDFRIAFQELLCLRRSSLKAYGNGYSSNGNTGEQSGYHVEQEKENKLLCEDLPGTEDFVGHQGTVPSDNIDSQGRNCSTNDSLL
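Tango cell line, 1% FBS DMEM; cpd titration up to 46 microM; 18 hr, 37 degrees C, 5% CO2. Luciferin/ATP substrate mix added, 15 min RT, luminescence. %Activity, CRC fitting, curve-class categorization.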
NTMT1 inh – inhibitors of human N-terminal methyltransferase NTMT1; NTMT1 MTase-Glo SAH luminescence, purified enzyme; Potency, µM (series often up to 114 µM), for the others: at the top dose activity change, negative = inhibition, hits mostly inhibitors; hit rate 2.5% among 59,000;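 note: potency is the fitted concentration of half-maximal effect; plate controls were DMSO vehicle for no effect and no enzyme for full effect; nearly all actives have a fitted effect of over 65% in size; many of its hits are not listed in these tables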
Target sequence (Q9BV86 whole entry, looked up): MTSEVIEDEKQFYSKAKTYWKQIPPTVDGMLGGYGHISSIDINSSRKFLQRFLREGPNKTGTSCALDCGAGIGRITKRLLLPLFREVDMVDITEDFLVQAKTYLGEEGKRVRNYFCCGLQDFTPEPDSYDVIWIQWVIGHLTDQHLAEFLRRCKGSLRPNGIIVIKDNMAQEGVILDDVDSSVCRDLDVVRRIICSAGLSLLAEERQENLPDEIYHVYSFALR
p53null 32C kill – selectivity test: cytotoxicity in p53 null cells, permissive temperature; H1299-neo p53 null cells, ATP luminescence, 24 h, 32C; Potency, µM (highest dose often 46.1 µM), for the others: at the top dose activity change, negative = cytotoxicity, hits mostly cytotoxic; hit rate 0.62% among 55,000; AID 903;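 note: potency is the fitted concentration of half-maximal effect; 0% = DMSO only and -100% = full killing by 100 µM tamoxifen; nearly all actives have a fitted effect of over 55% in size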
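H1299-neo (p53-null) cells, 600/well, were pre-incubated overnight at 37C, then exposed to compounds at up to 46 uM for 24 hr at 32C. Viability was measured as ATP content by luminescence, and AC50 values came from Hill fits.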
GALK inh – inhibitors of human galactokinase (GALK). P51570. recombinant GALK, Kinase-Glo ATP luminescence, 1 h. Potency, µM (series often up to 57.5 µM), for inactives: at the highest dose activity, negative = inhibition, actives largely listed as inhibitors. 44,000 tested, under 10 active. AID 1347072;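 note: plate controls were full GALK reaction for no effect and reaction lacking GALK for full effect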
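Luminescent ATP-depletion readout (Kinase-Glo Plus) after 1 h room-temperature incubation of human GALK (5 nM) with galactose 100 µM and ATP 35 µM, pH 8.0 HEPES/Mg2+ buffer; compounds tested in qHTS format.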
FH mod – Identification of activators of human fumarate hydratase by quantitative high-throughput screening; hit rate 0.22% among 54,000; FH coupled MDH/diaphorase resazurin fluorescence, 15 min; AID 1347055, 2019; Fumarate hydratase, mitochondrial (Homo sapiens), P07954; Potency, µM (top dose mostly 79.9 µM), without a hit: at the top dose activity change, negative = inhibition, hits mostly inhibitors; note: potency is the fitted concentration of half-maximal effect; % is set by controls: 0 for no effect and ±100 for the full control effect; the screen sought activators but most active calls are inhibition curves; nearly all actives have a fitted effect of over 45% in size
PTAP-TSG101 blk – inhibitors of HIV-1 PTAP binding to human TSG101, validation. Q99816. Fluorescence polarization, FITC-PTAP peptide/Tsg101, 20 min. Potency, µM (series often up to 115 µM), inactives show at the top dose activity change, negative = inhibition, usual class: inhibitors. 44,000 tested, under 10 active; note: potency is the fitted concentration of half-maximal effect; 0% is about no effect
Target sequence (Q99816 whole entry, looked up): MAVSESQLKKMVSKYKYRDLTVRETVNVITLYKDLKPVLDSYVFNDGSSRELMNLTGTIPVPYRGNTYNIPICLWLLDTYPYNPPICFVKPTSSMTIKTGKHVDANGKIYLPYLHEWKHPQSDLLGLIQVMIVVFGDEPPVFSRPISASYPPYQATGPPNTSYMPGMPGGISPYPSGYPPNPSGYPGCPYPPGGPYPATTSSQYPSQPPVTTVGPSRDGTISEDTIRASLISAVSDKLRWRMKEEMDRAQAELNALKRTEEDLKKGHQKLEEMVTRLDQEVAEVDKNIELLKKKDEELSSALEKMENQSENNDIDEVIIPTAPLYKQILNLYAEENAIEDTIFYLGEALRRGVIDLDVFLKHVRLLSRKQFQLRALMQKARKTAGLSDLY
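FITC-labeled PTAP peptide (50 nM final) binding to Tsg101 binding domain (10 uM final) read by fluorescence polarization after 20 min at r.t. in HEPES pH 7.5 buffer. Actives by CRC class, <25 µM.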
Starred values were filed as active, the others as inactive; ? = inconclusive; / = not tested or not shown; & = joins results of further samples; [ ] = another dose, or the depositor's remark. Calls come from the whole dose curve; as a rule, active = well fitted curve in the direction sought with a large enough effect; inconclusive = small, poorly fitted or top-dose-only effect, or another doubt; inactive = no such curve, though single readings can be large; an effect the other way counts as inactive or inconclusive. The list is partial; count on the stated rates, not on these rows.

Compound	p53null 39C kill	B2AR arrestin ag	NTMT1 inh	p53null 32C kill	GALK inh	FH mod	PTAP-TSG101 blk
Cc1cc(-c2ccc(C)c(S(=O)(=O)NC(c3cccs3)C(C)C)c2)on1 (centres undefined)	6%	0%	6%	23%	-2%	?	-6%
COc1ccccc1N1CCN(C(=O)c2cn(C)c3ccc(S(=O)(=O)N(C)C4CCCCC4)cc3c2=O)CC1	11%	-2%	-2%	6%	10%	-6%	0%
Cc1ccc(CCNC(=O)c2cn(C)c3ccc(S(=O)(=O)N(C)C4CCCCC4)cc3c2=O)cc1	25%	1%	12%	2%	0%	-19%	-1%
Cc1ccc(-n2c(=O)c3c(c4cc(C)ccc4n3C)n(CC(=O)NCc3ccccc3)c2=O)cc1	0%	-1%	-7%	-3%	1%	3%	1%
Cc1ccccc1Cn1cc(S(=O)(=O)c2ccc(Cl)cc2)c(=O)c2cc3c(cc21)OCO3	13%	-2%	5%	-2%	2%	-5%	1%
Cc1cccc(OCC(=O)NCc2ccc3c(c2)CCN3C(=O)c2ccc(Cl)cc2)c1	13%	-1%	23%	5%	5%	-5%	0%
COC(=O)c1c(-c2cccs2)csc1NC(=O)COc1ccc(C)cc1	17%	-4%	?	-7%	-1%	-15%	2%
O=C1CC(c2ccccc2)Cc2[nH]c(=O)c(-c3nc(-c4ccc(Cl)cc4)cs3)cc21 (centres undefined)	-2%	1%	12%	33%[activator]	3%	-9%	4%
CC1=C(c2ccc(C(C)C)cc2)S(=O)(=O)NC1=NCc1ccc(OC(C)C)cc1	-2%	-3%	7%	-5%	-1%	-6%	-1%
Cc1ccc(CSCCC(=O)N2CCN(c3ccc(F)cc3)CC2)cc1	6%	-1%	-3%	-1%	0%	-18%	-2%
CCc1ccccc1NC(=O)CSc1ncccc1C(=O)O	14%	2%	5%	-8%	0%	6%	-6%
COc1ccc(OC)c(NC(=O)Cn2cc(C(=O)c3ccc(Cl)cc3)c(=O)c3cc(OC)ccc32)c1	2%	-2%	9%	3%	-8%	-4%	0%
Cc1onc(-c2ccccc2Cl)c1C(=O)Oc1ccccc1F	1%	-1%	8%	2%	2%	2%	-2%
COc1cccc(N2CCN(C(=O)c3ccc(Cn4c(=O)[nH]c5cc(OC)c(OC)cc5c4=O)cc3)CC2)c1	14%	2%	12%	20%	1%	-11%	-7%
CCc1cnc2c(c1SCC(=O)Nc1cc(Cl)ccc1OC)c(=O)n(C)c(=O)n2C	1%	-3%	-5%	-4%	-1%	4%	-2%

Brought forward from above: four entries, followed by the next part.
Compound	p53null 39C kill	B2AR arrestin ag	NTMT1 inh	p53null 32C kill	GALK inh	FH mod	PTAP-TSG101 blk
COc1ccc(OC)c(NC(=O)Cn2cc(C(=O)c3ccc(Cl)cc3)c(=O)c3cc(OC)ccc32)c1	2%	-2%	9%	3%	-8%	-4%	0%
Cc1onc(-c2ccccc2Cl)c1C(=O)Oc1ccccc1F	1%	-1%	8%	2%	2%	2%	-2%
COc1cccc(N2CCN(C(=O)c3ccc(Cn4c(=O)[nH]c5cc(OC)c(OC)cc5c4=O)cc3)CC2)c1	14%	2%	12%	20%	1%	-11%	-7%
CCc1cnc2c(c1SCC(=O)Nc1cc(Cl)ccc1OC)c(=O)n(C)c(=O)n2C	1%	-3%	-5%	-4%	-1%	4%	-2%
COc1ccc(Cl)cc1NC(=O)Cn1nnc(C(=O)NCc2ccc3c(c2)OCO3)c1N	-16%	0%	-2%	?	1%	0%	-4%
COc1ccc(NC(=O)CC2Nc3cccc4cccc(c34)NC2=O)cc1 (centres undefined)	-17%	1%	79µM*	13%	0%	-16%	-16%
Cc1cccc(N2CCN(C(=O)Cn3nc(C)c4sc5ccccc5c4c3=O)CC2C)c1 (centres undefined)	12%	-2%	-4%	5%	-2%	?	6%
CCc1ccc(NC(=O)Cn2ncn3c(cc4ccccc43)c2=O)cc1	-9%	0%	4%	-2%	5%	-14%	1%
O=C(Nc1ccc(O)c(-c2nc3ccccc3o2)c1)c1cccs1	-14%	1%	16%	11%	-1%	-4%	-5%
Cc1cccn2c(=O)cc(COc3cccc(NC(=O)c4cccc(Cl)c4)c3)nc12	-21%	1%	15%	2%	-1%	-4%	-2%
CCC(CC)C(=O)N1CCc2cc(OC)c(OC)cc2C1COc1ccc2c(C)cc(=O)oc2c1 (centres undefined)	-15%	1%	-2%	2%	1%	-9%	-5%
COc1ccc(CNC(=O)Cc2c(C)c3ccc(O)cc3oc2=O)cc1	?	0%	/	-20%	-1%	/	-4%
Cc1cc(C)cc(Nc2nc3ccccc3nc2-n2nc(C)cc2C)c1	-16%	1%	10%	-3%	0%	0%	2%
COc1ccc(-c2cnc(C)o2)cc1S(=O)(=O)Nc1cccc(C(F)(F)F)c1	11%	0%	-8%	4%	-7%	-16%	-9%
COc1ccc(-c2nc(CSc3nnc(C)n4c3cc3sccc34)c(C)o2)cc1	4%	2%	-4%	0%	0%	4%	-8%
Cc1ccc(C)c(Cn2c(=O)n(CCc3ccccc3)c(=O)c3c(C)c(C)sc32)c1	12%	-1%	1%	5%	2%	6%	-3%
Cc1ccccc1Nc1nn2c(=O)c3ccc(C(=O)NCCc4ccc(Cl)cc4)cc3nc2s1	-12%	-1%	-4%	-15%	0%	-2%	1%
CCc1ccc(-c2cc3c(N4CCN(c5ccccc5)CC4)nccn3n2)cc1	2%	-2%	79µM*	10%	-1%	-11%	0%
CCOc1ccc(C2C(C(=O)Nc3ccccc3)=C(C)Nc3nc(SCc4cccc(OC)c4)nn32)cc1 (centres undefined)	2%	-2%	7%	4%	2%	-4%	0%
CC1=C(c2ccc(C(C)C)cc2)S(=O)(=O)NC1=NCc1ccccc1C	-2%	-3%	-8%	4%	2%	1%	1%
Cc1ccc2oc(-c3ccc(NC(=O)CCC(=O)O)cc3)nc2c1	?	-2%	-3%	13µM*	1%	-7%	-1%
CC1Cc2cc(S(=O)(=O)CCC(=O)NCc3ccccc3Cl)ccc2N1C(=O)C1CC1 (centres undefined)	-4%	2%	/	10%	2%	/	2%
CCc1ccccc1N(C)C(=O)c1ccc2c(=O)n3c(nc2c1)CCCCC3	-15%	-2%	-1%	-1%	-2%	-2%	-16%
Cc1ccc2c(c1)c(=O)c1ccccc1n2CCCC(=O)Nc1c(F)cccc1F	-11%	0%	6%	-2%	-4%	-12%	-1%
COc1cccc(N2CCN(S(=O)(=O)c3ccc4c(c3)CCCN4C(C)=O)CC2)c1	-7%	0%	-15%	-8%	2%	-8%	-6%
CCc1cccc(C)c1NC(=O)C(CC)n1ncn2c(cc3cc(C)ccc32)c1=O (centres undefined)	?	-3%	3%	0%	-1%	-6%	0%
CCc1ccc(S(=O)(=O)Nc2cc3c(cc2C)n(C)c(=O)c(=O)n3C)cc1	-6%	1%	-2%	-1%	2%	-10%	-4%
CCc1ccc(NC(=O)CSC2=Nc3ccccc3C3=NC(CCC(=O)NCCc4ccccc4)C(=O)N23)cc1 (centres undefined)	-13%	-3%	1%	7%	1%	-13%	-6%
Cc1cccc(NC(=O)Cn2c(=O)n(Cc3ccccc3)c(=O)c3oc4ccccc4c32)c1C	-22%	1%	1%	-1%	0%	4%	1%
CCOC(=O)c1cc(-c2ccccc2)nn1Cc1ccccc1	-2%	-2%	?	5%	-1%	?	-3%
CCc1ccccc1NC(=O)Cn1ncc2c(C)n(Cc3ccccc3F)c(C)c2c1=O	-19%	-3%	?	-3%	-3%	-5%	0%
CCCC(=O)N(c1ccc2oc3c(c2c1)CCCC3)S(=O)(=O)c1cc(C)ccc1C	-11%	-2%	-15%	-3%	-14%	-14%	-1%
Cn1c(-n2cccc2)c(-c2c(-c3ccccc3)[nH]c3c2c(=O)n(C)c(=O)n3C)c(=O)n(C)c1=O	1%	?	9%	1%	-4%	4%	2%
CN(C)CCn1c2c(c(SCC(=O)Nc3ccc(F)cc3F)nc1=O)CCC2	11%	-2%	6%	1%	-5%	-9%	0%
COc1cccc(CNC(=O)C2CCN(c3nc4ccc(Cl)cc4[nH]3)CC2)c1	-1%	0%	3%	-5%	-1%	-4%	0%
Cc1c(-c2nc(-c3ccccc3)no2)nnn1-c1ccc(F)c(Cl)c1	10%	0%	-3%	-7%	-3%	?	-10%
Cc1cccc(C(=O)NCc2nc3ccccc3n2Cc2ccccc2Cl)c1	-24%	-3%	12%	21%	8%	-15%	0%
CCOc1ccc(NC(=O)CSc2nc3ccsc3c(=O)n2CCC(C)C)cc1	14%	-2%	14%	1%	-1%	4%	0%
CCCCN(CC)C(=O)c1nn(C)c2c1CSc1ccccc1-2	?	-2%	?	?	4%	-23%	1%
CC(=O)c1ccc(NC(=O)COCc2cc(-c3ccco3)on2)cc1	6%	1%	2%	-4%	2%	-8%	-2%
COc1ccc(C(=O)CCC(=O)Nc2ccc(OC)c(Cl)c2)cc1	20%	6%	?	14%	-2%	-14%	3%
Cc1oc2ccc(O)c(CN3CCN(C)CC3)c2c1C(=O)Nc1ccc(C(C)C)cc1	1%	1%	/	-2%	4%	/	3%
CCC(=O)N1CCc2cc(S(=O)(=O)NC(C(=O)Nc3ccc(C(C)=O)cc3)C(C)C)ccc21 (centres undefined)	-1%	0%	?	2%	7%	-19%	0%
Cc1ccc(Cl)cc1Nc1nn2c(=O)c3ccc(C(=O)Nc4ccc(F)cc4)cc3nc2s1	-6%	0%	-3%	0%	2%	9%	0%
CC1CN(S(=O)(=O)c2ccc3c(c2)NC(=O)CC(=O)N3)c2ccccc2O1 (centres undefined)	15%	0%	12%	-3%	2%	2%	-1%
COc1cccc(CNS(=O)(=O)c2cnc(N)nc2)c1	15%	-1%	-2%	-2%	1%	9%	-2%
Cc1nc2cccnc2n1C1CCN(S(C)(=O)=O)CC1	-21%	0%	/	-2%	-1%	/	1%
O=C(Cn1cc(SCc2cccc(Cl)c2)c2ccccc21)N1CCOCC1	-8%&-10%	0%	?	-1%&6%	2%	-23%	-7%
COc1cn(CC(=O)Nc2ccccc2)c(CN2CCCCC2)cc1=O	-2%	-4%	-1%	5%	1%	3%	-1%
COc1ccc(Cl)cc1NC(=O)CSc1nc(=O)n(Cc2ccco2)c2c1CCC2	?	1%	5%	23%	?	-16%	-6%
Cc1ccc(-n2nc3c(N4CCCC(C(=O)NCc5ccccc5C)C4)nnc(C)c3c2C)cc1 (centres undefined)	?	0%	?	-23%	-1%	?	6%
CCc1ccccc1NS(=O)(=O)c1ccc2[nH]cc(C(=O)N(CC)Cc3ccccc3)c(=O)c2c1	7%	-1%	5%	8%	0%	-9%	2%
